Bioassay records from PubChem.
NR1D1 modulator – modulates human Rev-erb alpha binding to DNA; AID 1259318; P20393; activity, % at 10 µM; Rev-erbα–FITC-DNA binding, fluorescence polarization, 90 min; 0.79% of 370,000 active;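 active means activity above about 14%, limit read from the data; passing the limit was not always enough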;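 further: 0% = DMSO wells with 35 nM protein and 100% = DMSO wells with 750 nM protein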
Target sequence (P20393 whole entry, looked up): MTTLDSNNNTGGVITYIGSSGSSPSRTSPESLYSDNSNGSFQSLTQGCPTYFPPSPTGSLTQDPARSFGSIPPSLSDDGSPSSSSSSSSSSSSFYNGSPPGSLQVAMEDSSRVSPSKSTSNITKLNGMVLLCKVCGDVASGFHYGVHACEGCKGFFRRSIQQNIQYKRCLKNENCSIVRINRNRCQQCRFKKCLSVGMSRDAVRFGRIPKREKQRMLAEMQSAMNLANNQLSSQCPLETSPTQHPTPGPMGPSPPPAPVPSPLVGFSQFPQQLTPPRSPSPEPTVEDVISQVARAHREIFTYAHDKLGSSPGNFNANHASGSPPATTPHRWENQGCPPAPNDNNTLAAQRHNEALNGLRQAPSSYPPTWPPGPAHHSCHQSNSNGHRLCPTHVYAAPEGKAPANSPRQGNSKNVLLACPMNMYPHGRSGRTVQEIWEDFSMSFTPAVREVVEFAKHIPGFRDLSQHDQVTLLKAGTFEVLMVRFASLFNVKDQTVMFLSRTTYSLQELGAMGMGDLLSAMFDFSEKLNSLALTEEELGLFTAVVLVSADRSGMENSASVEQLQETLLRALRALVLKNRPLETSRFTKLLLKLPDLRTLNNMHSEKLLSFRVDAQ
NPR2 activator – GC-B (human) receptor activation; HEK293-GC-B cells, CNP EC30, cGMP TR-FRET; 0% at EC30 CNP, 100% saturating CNP; activation, % at 10 µM; 0.11% of 370,000 active; AID 1920062;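 active means activation at 10 µM reaching about 35% in either raw or pattern-adjusted values, limit read from the data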
PG9 binder – PG9 antibody binding by small molecule; TR-FRET gp120-PG9 antibody binding; 0.43% of 360,000 active; AID 624416; inhibition, % at 6.7 µM; in the data active means inhibition above about 8.5%
SMARCA2 activ – activators of SMARCA2 function | MG213 cells, MMTV-luciferase reporter, dexamethasone, overnight | AID 652017 | 1% of 370,000 active | activation, % at 9.1 µM; in the data active means activation above about 7.8%;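 further: 0% = vehicle wells and 100% = reference activator wells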
rCAG RNA binder – molecules binding r(CAG) RNA repeats; inhibition, % at 3 µM; r(CAG) RNA repeat, TO-PRO-1 dye displacement fluorescence; 1.3% of 370,000 active; AID 651821;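 active means inhibition above the plate cutoff, the mean of all test compounds on that plate plus 3 SD, cut at about 35% in these data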;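 further: 0% = DMSO alone and 100% = 100 µM mitoxantrone as full dye displacement; higher means more dye released from RNA so lower well fluorescence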
ARFGAP1 inh – rat ARFGAP1 inhibition; Q62848; Arfgap1-stimulated ARF1 GTP hydrolysis, GDP FP detection; inhibition, % at 16.5 µM; 0.26% of 360,000 active; AID 651572;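 active means inhibition above a per-plate limit, mean inhibition of low control wells plus 3 SD, cut at about 25% in these data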;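 further: 0% = DMSO wells with enzyme and 100% = wells lacking Arfgap1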
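Material: truncated rat Arfgap1 GAP domain; Incubation: compound-enzyme preincubation 20 min, reaction 120 min, detection 60 min, 25 °C; Read-out: percent inhibition of Arfgap1-stimulated GTP hydrolysis; Technique: FP, GDP Alexa 633 tracer displaced from anti-GDP antibody, 620/688 nm; Controls: No-Arfgap1 wells (100%) versus DMSO full-reaction wells (0%); Replication: single well per compound.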
GC-A act – GC-A (human) enzyme activation; 0.14% of 370,000 active; HEK293 GC-A cells, cGMP TR-FRET, EC30 ANP; 0% at EC30 ANP, 100% saturating ANP; P16066; activation, % at 10 µM; in the data active means activation above about 40%
ABHD4 inh – inhibits mouse alpha/beta hydrolase domain 4 | Q8VD66 | purified mABHD4, FP-Rh probe fluorescence polarization | inhibition, % at 8.92 µM | 0.54% of 370,000 active;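 active means inhibition exceeding the mean over every tested compound plus 3 SD, cut at about 30% in these data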;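 further: 0% = plate median of compound wells and 100% = S159A mutant with DMSO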
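Assay system: mouse ABHD4 enzyme, wild type / Also added: fluorescent activity-based probe FP-Rh / Doses: single nominal dose of 8.92 µM, 0.89% DMSO final / Timing: 45 min compound pre-incubation plus 60 min probe step, 25 °C / Signal: FP readout, ex 525 nm / em 598 nm / Control set: S159A mutant/DMSO as 100%, compound-well median as 0%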
HTRA1 inhibitor – inhibitors of human serine peptidase HTRA1; recombinant HTRA1, FP-rhodamine activity-based probe, fluorescence polarization; Q92743; 0.5% of 340,000 active; AID 504803; inhibition, % at 5.96 µM; in the data active means inhibition above about 36%;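 further: 0% = enzyme with DMSO and 100% = wells lacking enzyme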
ASAP1 GAP inh – inhibitors of human ASAP1 ArfGAP activity; AID 624377; ASAP1-stimulated ARF1 GTP hydrolysis, GDP FP detection; inhibition, % at 16.5 µM; 0.19% of 360,000 active; Q9ULH1; in the data active means inhibition above about 25%;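 further: 0% = vehicle with enzyme and substrate and 100% = no enzyme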
Target sequence (Q9ULH1 325-724 limits assumed): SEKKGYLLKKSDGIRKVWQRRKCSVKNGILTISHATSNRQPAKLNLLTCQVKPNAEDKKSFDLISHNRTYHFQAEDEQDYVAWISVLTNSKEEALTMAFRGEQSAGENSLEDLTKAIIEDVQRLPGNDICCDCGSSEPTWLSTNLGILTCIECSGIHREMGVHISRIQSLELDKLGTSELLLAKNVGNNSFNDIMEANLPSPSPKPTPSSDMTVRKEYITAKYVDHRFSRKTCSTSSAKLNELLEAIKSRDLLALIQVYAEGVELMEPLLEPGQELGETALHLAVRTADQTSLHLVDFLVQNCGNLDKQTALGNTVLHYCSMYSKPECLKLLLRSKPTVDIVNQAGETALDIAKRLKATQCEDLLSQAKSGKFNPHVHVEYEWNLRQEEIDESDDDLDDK
The depositor's hits bear a star; / = not tested or not shown.

Below each compound – NR1D1 modulator, NPR2 activator, PG9 binder, SMARCA2 activ, rCAG RNA binder, ARFGAP1 inh, GC-A act, ABHD4 inh, HTRA1 inhibitor, ASAP1 GAP inh
COCCN(C(=O)c1csnn1)C(C(=O)NC1CCCC1)c1ccccc1 (stereo unspecified)
  -2, 5, 0.3, -2, -2, 9, 0, 13, 4, 8
Cc1ccc(S(=O)(=O)N2C[C@H]3C(=O)C[C@@H](c4ccc(Cl)cc4)N(S(=O)(=O)c4ccccc4C)[C@H]3C[C@H]2c2ccc(Cl)cc2)cc1
  -2, 5, -0.8, -4, 13, -1, -1, -1, -32, -9
COC(=O)C1CCN(C(=O)/C=C/c2ccc(OC)cc2)CC1
  4, -12, -1.2, -3, -9, -4, -1, -1, -1, 0
Cc1ccc(S(=O)(=O)N2CCN(C(=O)c3ccccn3)CC2)cc1
  2, -2, -3.1, 2, -3, -8, 0, 4, 10, -3
Cc1ccccc1C(=O)Nc1ccnn1C1CCN(Cc2ccccn2)CC1
  -5, -2, 0.9, -1, -4, -1, 5, 2, 3, -16
COC(=O)[C@]12C[C@H](CC(=O)N3CCOCC3)C(=O)N(Cc3cccc4ccccc34)C1=C[C@H](C(C)(C)C)O[C@@H]2C
  -1, -8, /, -3, 3, /, -10, -5, /, /
Cc1cccc(NC(=O)CSc2nnnn2C)n1
  0, 2, -0.2, -4, 1, 1, -4, 3, 7, -4
Cc1ccc(C)c(OC(=O)c2cccnc2Cl)c1C
  2, -1, 0.1, 1, -3, 5, -6, -4, -7, -3
COc1ccc(/C=C/C(=O)NC(=S)N2CCN(c3ccccc3OC)CC2)cc1
  48*, 2, -5.2, -2, -1, 2, -1, 6, 2, -17
COc1ccccc1/C=C(/C(=O)OCC(=O)Nc1ccccc1C(C)C)c1ccccc1
  6, 6, -1.4, -3, -2, 8, 2, -20, -45, -3
COC(=O)c1ccc(C2=NOC(C)(c3nnc(Cc4ccccc4)o3)C2)cc1 (stereo unspecified)
  1, -1, -1.7, 0, 1, -2, -2, -8, -8, -8
Cc1ccc(S(=O)(=O)N2CCCC2C(=O)OCc2ccccc2)cc1 (stereo unspecified)
  1, 4, -1.9, -2, -5, -4, -1, -7, -2, 10
CCN(C(=O)COC(=O)COc1ccc2c(C)cc(=O)oc2c1)C1CCS(=O)(=O)C1 (stereo unspecified)
  6, -2, -0.2, -1, -4, 7, 0, 4, 2, -3
CC(=O)c1c(C)[nH]c(C(=O)Nc2cccc(C)c2C)c1C
  4, -2, -0.6, -3, 1, -10, -2, 3, 2, -4
CC1CCN(C(=O)c2scc3c2OCCO3)CC1
  -1, 1, -3.2, -4, 3, 4, 0, -5, 2, -10
Cc1ccc(NNc2c(C)nc3ccccc3nc2=O)cc1
  6, -7, -2.6, 0, 2, 2, -11, 4, /, -5
Cc1cccc(C)c1N=C1NN=C(c2ccccc2F)CS1
  5, 6, 0.3, 0, -3, 3, 0, 3, -7, 5
CN(C)S(=O)(=O)N(CC(=O)N1CCOCC1)c1ccccc1
  -1, 6, -1.4, -2, 0, 4, 0, 1, -9, 1
O=C(NCCCn1ccnc1)c1cccc(S(=O)(=O)Nc2ccccc2F)c1
  6, 4, -0.7, 1, 2, 5, 1, 3, -3, 0
CCc1noc(C)c1C(=O)N(CC)CC(=O)Nc1cc(Cl)ccc1C
  0, 3, -0.2, -1, 1, 5, 2, -7, 7, 7
COc1ccc(Cl)cc1NS(=O)(=O)c1cc(Cl)ccc1OC
  0, -17, -1.1, -1, 0, 7, -21, 8, 5, -4
O=C(NCc1ccccc1)c1cc(-n2cnnc2)ccc1Cl
  1, 6, -2.3, 1, -3, 0, -3, 0, 2, 8
COc1cc(OC)cc(-c2c(-c3cccs3)c3cc(-c4cnc(N)nc4)ccc3n2C)c1
  7, -10, 0.7, 2, 13, -1, -7, 5, 7, 0
O=C(CN1CCNCC1)Nc1ccccc1Cl
  0, 0, 2.0, -2, -3, 0, 0, 0, -5, 5
COc1cccc(C(=O)N(C)Cc2c(C)nn(C3CCS(=O)(=O)C3)c2C)c1 (stereo unspecified)
  -1, -1, 0.1, 2, 0, 12, 2, 4, -2, 3
CN(C(=O)c1cccc(NC(=O)Cc2ccc(NC(=O)C3CCCN(C(=O)C4CC4)C3)cc2)c1)C1CCC1 (stereo unspecified)
  0, 0, -0.4, -4, 2, -5, -1, 0, 2, -1
C/C(=N\NC(=O)c1cccc(S(=O)(=O)N2CCOCC2)c1)c1ccc(O)cc1
  -2, 3, -2.5, 0, 6, -2, -4, 2, -6, -9
Cc1ccc(CN(C)C(=O)c2cc(COc3cccc(C(F)(F)F)c3)on2)o1
  3, 3, 0.5, -1, -8, 3, 8, -4, -17, 4
CC(=O)Nc1ccc(S(=O)(=O)NCC(C)NS(=O)(=O)c2ccc(NC(C)=O)cc2)cc1 (stereo unspecified)
  4, 0, 0.9, -4, 2, 1, 5, -3, 4, 12
COc1ccc(CCn2nnc(-c3ccc(NC(C)=O)c(Cl)c3)n2)cc1
  5, -3, 0.8, 0, -2, 9, 2, 5, 3, 9

An excerpt of these results, as comma-separated lines:
compound,NR1D1 modulator,NPR2 activator,PG9 binder,SMARCA2 activ,rCAG RNA binder,ARFGAP1 inh,GC-A act,ABHD4 inh,HTRA1 inhibitor,ASAP1 GAP inh
COc1ccc(/C=C/C(=O)NC(=S)N2CCN(c3ccccc3OC)CC2)cc1,48*,2,-5.2,-2,-1,2,-1,6,2,-17
COc1ccccc1/C=C(/C(=O)OCC(=O)Nc1ccccc1C(C)C)c1ccccc1,6,6,-1.4,-3,-2,8,2,-20,-45,-3
COC(=O)c1ccc(C2=NOC(C)(c3nnc(Cc4ccccc4)o3)C2)cc1 (stereo unspecified),1,-1,-1.7,0,1,-2,-2,-8,-8,-8
Cc1ccc(S(=O)(=O)N2CCCC2C(=O)OCc2ccccc2)cc1 (stereo unspecified),1,4,-1.9,-2,-5,-4,-1,-7,-2,10

New compounds follow.
Below each compound – NR1D1 modulator, NPR2 activator, PG9 binder, SMARCA2 activ, rCAG RNA binder, ARFGAP1 inh, GC-A act, ABHD4 inh, HTRA1 inhibitor, ASAP1 GAP inh
CCOC(=O)c1c(NC(=O)c2cc(C(C)C)on2)sc(C(C)=O)c1C
  3, -7, -1.1, -1, -2, 0, 4, 3, 5, -7
CCOc1ccc(CC(=O)NNC(=S)NC2CCCCC2)cc1OCC
  -4, -2, 0.9, -1, 0, 6, -2, 0, 5, 3
CCOC(=O)CSC1=C(C#N)C(=O)NC(c2ccc(OC)cc2)S1 (stereo unspecified)
  -5, 9, -2.5, -3, 5, 4, 4, -4, 3, 7
CCCN(CC(=O)Nc1ccccc1Br)CC(=O)Nc1ccc(F)c(F)c1F
  2, -8, 0.9, -2, -6, -17, -6, -9, -26, 0
CCOC(=O)C1=C(CNCc2ccccc2Cl)NC(=O)NC1c1ccc2c(c1)OCO2 (stereo unspecified)
  4, -9, 1.1, -6, -3, -9, -9, -14, -15, 18
Cc1ccc(N(Cc2cc3ccc(C)cc3[nH]c2=O)C(=O)c2ccco2)cc1
  15, -6, -1.5, -1, -2, 12, -10, -2, -5, 7
CC(C)c1ccc(C(CC(=O)O)N2Cc3ccccc3C2=O)cc1 (stereo unspecified)
  -7, 2, -1.5, -3, 5, 2, 1, -4, -4, 1
CC(=O)Nc1cccc(NC(=O)COc2nncc3ccccc23)c1
  2, -1, 0.9, -1, 4, 14, -1, -10, 2, 16
N/C(=N\NC(=O)c1sccc1OCc1ccc(Cl)cc1Cl)c1ccccn1
  -4, -2, -4.1, -4, -4, -18, -1, 12, 3, 5
CCOc1ccc(C2c3cc(OC)c(OC)cc3CC(=O)N2c2ccc(OC)cc2)cc1 (stereo unspecified)
  1, 0, 3.0, -1, 4, 6, 3, -1, -8, 5
O=c1cc(-c2ccccc2)[nH][nH]1
  -3, 1, -0.9, -2, 2, -7, -4, 12, 1, -12
CCCCN(C)S(=O)(=O)c1ccc(C(=O)N(CCN(C)C)c2nc3ccc(C)cc3s2)cc1
  -1, 4, -2.3, 1, 2, -6, -1, 0, -2, 13
Cc1ccc(-c2nnc(NC(=O)CCS(=O)(=O)c3ccc(F)cc3)o2)c(C)c1
  2, -6, 1.1, -2, -2, 17, -1, 5, 1, -8
C/C=C(\C)C(=O)NCCN1C2=NC[C@H](Cc3ccc(O)cc3)N2C[C@@H]1Cc1ccc(OC)cc1
  3, 4, -0.5, 3, 6, 11, -1, 10, -1, 4
O=c1cc(O)nc(SC23CC4CC(CC(C4)C2)C3)[nH]1
  -5, 3, 0.6, -5, 18, -2, -1, 0, -17, -12
COc1ccc2ccc(=O)oc2c1CC=C(C)C
  11, 2, -1.0, 3, -5, 0, 3, -6, -4, -4
COc1ccccc1OCCNC(=O)c1ccccc1OCc1c(C)noc1C
  -2, -3, -1.6, 3, -1, 13, -6, -7, 0, -1
Cc1ccnc(NS(=O)(=O)c2ccc3c(c2)CCO3)c1
  3, 1, -1.7, 1, 16, 12, 2, -1, /, 2
COc1ccc(-c2csc3nc(-c4cccnc4)nc(Cl)c23)cc1OC
  4, 5, -3.1, -6, 6, 17, 2, -17, -29, 6
COc1ccc(C(=O)C2CCCN(C(=O)c3cccc(N4CCCC4=O)c3)C2)cc1OC (stereo unspecified)
  -1, 0, 0.3, -1, -5, 7, -5, -7, 7, -2
Cc1cc(C=O)c(C)n1-c1ccc(Cl)c(C(=O)O)c1
  -8, 1, -4.4, -3, 13, 8, -4, 1, /, 9
CC(=O)Nc1ccc(NC(=O)c2ccccc2Br)cc1
  6, 3, 0.7, -5, 0, 8, 1, 6, /, -3
O=C(c1ccc2ccccc2c1)N1CCN(Cc2ccccc2)CC1
  -2, 1, 0.7, -1, -1, -2, 16, -1, 0, -14
Cc1cc(C)n(C(=O)COc2ccc([N+](=O)[O-])cc2)n1
  1, -1, -0.3, -1, 0, 14, 0, 1, 6, -3
CCSc1nnc(NC(=O)c2csc3c2CCC(C)C3)s1 (stereo unspecified)
  3, -3, 0.6, -2, 0, -1, 2, 8, 0, 2
